Screening results from PubChem.
Hsp90 Hop PPI: changes Hsp90-Hop TPR2A binding signal, up or down; AlphaScreen TPR2A-His6 binding biotin-Hsp90 C-terminal peptide; Potency, µM (titrated, usually from 57 µM), for inactives: top-dose activity change, negative = inhibition; 71,000 tested, 0.44% active; active = well fitted curve in either direction with a large enough effect; inconclusive = small, poorly fitted or top-dose-only effect, or another doubt; also: potency is read from the fitted curve at half-maximal effect; % is scaled to controls: 0 for no effect and ±100 for the full control effect; many of its hits are not listed in these tables
CRE-bla Fsk: CRE-bla signaling modulation under forskolin stimulation. CHO CRE-bla reporter (cAMP response element driving beta-lactamase), forskolin EC10, beta-lactamase ratio. Potency, µM (highest dose often 38.2 µM), for the others: at the top dose activity change, negative = inhibition, hits mostly activators. 71,000 tested, 2.5% active. AID 662; active = well fitted activation curve with a large enough effect in the signal ratio, with a control signal flat, not every such curve was filed as active; inconclusive = small, poorly fitted or top-dose-only effect, or effect the other way, or a change in a side signal; the % refers to the signal ratio; also: potency is read from the fitted curve at half-maximal effect; % of control where 0% means no effect
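Beta-lactamase reporter under a cAMP responsive element in CHO cells; compounds tested in titration series against EC10 NKH 477, 3 h at 37 °C. Read-out: CCF4 FRET ratio 460nm/530nm (excitation 405nm) giving %Activity, fitted to AC50.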
Tau filament bind: binders of human tau filaments | P10636 | recombinant tau filaments, thioflavin S fluorescence, 15 h; filaments grown with octadecylsulfate alongside compound | Potency, µM (titrated, usually from 57.1 µM), without a hit: at the highest dose activity change, negative = inhibition | 71,000 tested, 2% active;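 also: potency is read from the fitted curve at half-maximal effect; % is scaled to controls: 0 for no effect and ±100 for the full control effect; actives lower thioflavin S fluorescence by blocking filaments or displacing dye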
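Quantitative HTS: thioflavine S signal from ODS-induced tau filaments, excited at 450 nm, emission 510 nm. Conditions: 1 uM tau, 30 uM ODS, 15 h at 37 C, pH 7.4.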
Rhodamine autofl: rhodamine region autofluorescence. Rhodamine-region fluorescence, 547/598 nm, Tris buffer; stronger effect = higher value. max dye-equivalent concentration, M. 59,000 tested, 0.05% active. AID 594; in the data active = max dye-equivalent concentration above about 11 nM; inconclusive = between about 1.1 nM and that limit
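Read-out is relative fluorescence at 547 nm excitation and 598 nm emission, expressed as dye-equivalent concentration using rhodamine standards on every plate. Each compound was profiled across a concentration series after 15 min in 100 mM Tris, pH 8.0.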
Texas Red fluor: compounds fluorescent in Texas Red spectral region; Compound fluorescence, Texas Red channel, 547/618 nm; stronger effect = higher value; max dye-equivalent concentration, M; 59,000 tested, 0.06% active; in the data active = max dye-equivalent concentration above about 10 nM; inconclusive = between about 1.1 nM and that limit
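Compound fluorescence was read after 15 min at room temperature in 100 mM Tris, pH 8.0, using 547 nm excitation and 618 nm emission across a concentration series. It was expressed as Texas Red dye-equivalent concentration from an on-plate standard curve.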
DNA Pol III inh: DNA polymerase III holoenzyme inhibition; reconstituted DNA polymerase III holoenzyme replication, biochemical; Potency, µM (top dose mostly 57.1 µM), inactives show at the top dose activity change, negative = inhibition; 71,000 tested, 0.25% active; AID 603; also: potency is read from the fitted curve at half-maximal effect; % is scaled to controls: 0 for no effect and ±100 for the full control effect
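Reconstituted *E. coli* holoenzyme (0.35 nM Pol III, 1 nM beta, 154 nM SSB, 2 nM primase) was preincubated with compound for 15 min at RT. Synthesis on 1.4 nM ssM13Gori ran 35 min, then was stopped with PicoGreen/EDTA and read as dsDNA fluorescence.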
HBB splicing: hemoglobin beta splicing modulation | HBB splicing reporter cell assay, activation; EGFP reporter with mutant IVS2-654 intron; response scale: normalised to 500 nM splice-correcting PNA | Potency, µM (doses to about 46.1 µM), for inactives: top-dose activation, most hits filed as activators | 65,000 tested, 0.06% active | AID 925; also: potency is read from the fitted curve at half-maximal effect; 0% is about no effect
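HeLa cells stably expressing EGFP interrupted by mutant beta-globin intron 2 (IVS2-654), 500/well in 2% FCS. Treated with compound for 2 days at 37C. Splicing correction scored as total well GFP intensity (488 nm excitation, 500-520 nm emission); 500 nM antisense PNA served as control.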
ALOX15 inhib: blocks human 15-lipoxygenase activity | purified 15hLO-1, xylenol orange hydroperoxide absorbance | Potency, µM (series often up to 57.1 µM), for inactives: at the highest dose activity change, negative = inhibition, most hits filed as inhibitors | P16050 | 74,000 tested, 1.4% active; also: potency is read from the fitted curve at half-maximal effect; % is scaled to controls: 0 for no effect and ±100 for the full control effect; nearly all actives have a fitted effect of over 55% in size
Target sequence (P16050 whole entry, looked up): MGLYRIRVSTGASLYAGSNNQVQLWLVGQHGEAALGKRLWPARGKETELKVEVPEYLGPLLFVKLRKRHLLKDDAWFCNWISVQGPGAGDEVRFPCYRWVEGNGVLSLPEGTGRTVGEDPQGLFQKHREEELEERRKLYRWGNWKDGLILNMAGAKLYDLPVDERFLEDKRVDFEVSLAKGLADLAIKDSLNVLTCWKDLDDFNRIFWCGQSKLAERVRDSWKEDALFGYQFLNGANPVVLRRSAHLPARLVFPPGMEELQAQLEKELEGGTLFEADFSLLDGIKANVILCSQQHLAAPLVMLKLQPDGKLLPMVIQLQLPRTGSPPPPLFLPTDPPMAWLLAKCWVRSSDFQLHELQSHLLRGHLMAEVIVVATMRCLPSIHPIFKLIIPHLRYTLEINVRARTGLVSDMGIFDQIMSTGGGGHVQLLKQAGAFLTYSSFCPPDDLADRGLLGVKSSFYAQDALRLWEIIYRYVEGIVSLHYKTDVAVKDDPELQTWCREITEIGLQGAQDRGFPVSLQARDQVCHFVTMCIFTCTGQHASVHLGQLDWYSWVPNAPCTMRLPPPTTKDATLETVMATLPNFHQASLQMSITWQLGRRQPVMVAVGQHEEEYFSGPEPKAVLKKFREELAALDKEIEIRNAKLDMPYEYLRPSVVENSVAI
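Purified human 15hLO-1 (40 nM final) in 25 mM Hepes pH 7.5, 0.01% Triton X-100 was preincubated with compound 15 min at room temperature, then reacted 6 min with 50 uM arachidonic acid; hydroperoxide detected by Fe-XO, 573/405 nm absorbance ratio.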
Luciferase inh: blocks Photinus pyralis firefly luciferase activity. purified firefly luciferase, luminescence, 8 min. Potency, µM (top dose mostly 57.1 µM), for inactives: top-dose activity change, negative = inhibition, actives largely listed as inhibitors. 72,000 tested, 2.2% active. AID 411; also: potency is read from the fitted curve at half-maximal effect; % is scaled to controls: 0 for no effect and ±100 for the full control effect; nearly all actives have a fitted effect of over 40% in size
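Inhibition of light generation by firefly luciferase from ATP and luciferin was profiled with concentration-response curves per sample, ATP held at 10 uM within the enzyme's linear range. Plates were read by luminescence after an 8-minute ambient incubation.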
ERK AVP block: inhibitors of vasopressin-stimulated ERK signaling pathway; HEK293-V1b, vasopressin-stimulated pERK AlphaScreen; Potency, µM (top dose mostly 57.5 µM), for inactives: top-dose activity, negative = inhibition, usual class: inhibitors; 72,000 tested, 0.99% active; AID 995; also: potency is read from the fitted curve at half-maximal effect; % is scaled to controls: 0 for no effect and ±100 for the full control effect; nearly all actives have a fitted effect of over 55% in size
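V1b-HEK293 cells; cpd 30 min 37C; 25 nM vasopressin 5 min; lyse 10 min; AlphaScreen beads 5 hr RT. Normalized to DMSO basal and 25 nM vasopressin; AC50 by Hill fit.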
HADH2 inh: inhibitors of human HADH2 dehydrogenase; Potency, µM (highest dose often 57.1 µM), for inactives: at the highest dose activity change, negative = inhibition, actives largely listed as inhibitors; 73,000 tested, 3.4% active; Q99714; recombinant HADH2, NADH fluorescence, beta-hydroxybutyryl-CoA; also: potency is read from the fitted curve at half-maximal effect; % is scaled to controls: 0 for no effect and ±100 for the full control effect; nearly all actives have a fitted effect of over 60% in size; many of its hits are not listed in these tables
Target sequence (Q99714 whole entry, looked up, one chain of several): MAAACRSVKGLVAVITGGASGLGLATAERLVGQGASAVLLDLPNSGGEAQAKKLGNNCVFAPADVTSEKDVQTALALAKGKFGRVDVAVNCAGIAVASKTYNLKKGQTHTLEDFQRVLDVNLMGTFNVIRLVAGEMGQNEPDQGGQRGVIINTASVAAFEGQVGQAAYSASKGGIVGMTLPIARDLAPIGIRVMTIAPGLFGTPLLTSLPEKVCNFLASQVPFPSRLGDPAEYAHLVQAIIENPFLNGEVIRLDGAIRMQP
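Buffer 100 mM Tris-HCl pH 9.0/0.01% Tween-20; HADH2 20 nM; NAD+ 1 mM; beta-hydroxybutyryl-CoA 90 uM (all final). 15 min cpd preincubation, RT.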
* = called active by the depositor; i = inactive; ? = inconclusive; nt = no result given; [ ] = dose if it differs, or a comment. Unless noted, calls follow the shape of the dose curve; as a rule, active = well fitted curve in the direction sought with a large enough effect; inconclusive = small, poorly fitted or top-dose-only effect, or another doubt; inactive = no such curve, though single readings can be large; an effect the other way counts as inactive or inconclusive. The list is partial; count on the stated rates, not on these rows.

SMILES | Hsp90 Hop PPI | CRE-bla Fsk | Tau filament bind | Rhodamine autofl | Texas Red fluor | DNA Pol III inh | HBB splicing | ALOX15 inhib | Luciferase inh | ERK AVP block | HADH2 inh
CCOC(=O)c1nnn(-c2nonc2N)c1CN(C)Cc1ccccc1 | 3% | -18% | -1% | i | i | 2% | -0.6% | -14% | 0% | 42%[activator] | 2%
CC(=O)c1ccc(S(=O)(=O)NCCCC(=O)NCCc2ccccn2)cc1 | 3% | -3% | 8% | i | i | -1% | -1.1% | 4% | 0% | 11% | 6%
COc1ccc(CNc2nc(-c3ccc(N(C)C)cc3)nc3ccccc23)c(OC)c1 | -22% | ? | i | i | i | -1% | -1.1% | 10µM* | -4%[2.29 µM] | -14% | 3.2µM*
CC(C)Cn1c(CCC(=O)O)ccc1-c1cccs1 | -7% | 19% | -14% | i | ? | -10% | -0.8% | -19% | 2% | -10% | ?
CCCc1nc2sc3ccccc3c(=O)c2c(=O)n1Cc1ccco1 | -4% | 3% | 16µM* | i | i | -8% | 6.0%[0.369 µM] | -19% | 1% | -7% | -30%
COc1ccc(NC(=O)CSc2nnc(Cc3cccn3C)n2CCc2ccccc2)cc1OC | -7% | -5% | 4% | i | i | 2% | -0.6% | 6% | 0% | 9% | -6%
COc1ccc(N(C)S(=O)(=O)c2ccc3c(c2)oc(=O)n3C)cc1 | 3% | -19% | 8% | i | i | 0% | 0.2% | 11% | 1% | 11% | 0%
CCCC1=C(C(=O)OCC)C(c2ccccc2OCC)NC(=O)N1C (stereo not given) | 0% | -1% | -30% | nt | nt | -3% | 0.9% | 2% | 0% | -13% | -1%
CCOC(=O)C1CCN(C(c2cc3ccc(C)cc3[nH]c2=O)c2nnnn2C2CCCCC2)CC1 (stereo not given) | -2% | 0% | 5% | i | ? | -4% | nt | -10% | -1% | -12% | 5%
O=C(Oc1ccccc1C(=O)Oc1ccccc1)c1ccco1 | 9% | -7% | 9% | nt | nt | 0% | 0.7% | -13% | 4% | -18% | 2%
CCCc1cc(C(=O)Nc2cccc(Cl)c2)no1 | 8% | -7% | 12% | nt | nt | -13% | -0.6% | -10% | 16µM* | 35%[activator] | -12%
IC(I)I | -1% | 0% | 11% | nt | nt | -7% | -0.1% | ? | nt | 11% | ?
COc1ccccc1-c1cc(C(=O)Nc2c(C)n(C)n(-c3ccccc3)c2=O)no1 | -1% | -11% | 7% | i | i | -2% | 1.5% | 1% | 0% | 16% | 5%
CS(=O)(=O)N1CCN(C(=O)c2c(F)cccc2F)CC1 | 0% | -4% | 11% | i | i | -1% | 2.3% | 9% | -2% | 5% | 3%
Clc1ccc2nc(CSc3nnc(-c4c[nH]c5ccccc45)o3)cn2c1 | -3% | ? | 28% | i | i | -2% | 0.1%[57.5 µM] | 3% | 9% | -10% | -2%

Tau filament bind, what is marked active above.
mol | Hsp90 Hop PPI | CRE-bla Fsk | Tau filament bind | Rhodamine autofl | Texas Red fluor | DNA Pol III inh | ALOX15 inhib | Luciferase inh | HADH2 inh
CCCc1nc2sc3ccccc3c(=O)c2c(=O)n1Cc1ccco1 | -4% | 3% | 16µM* | i | i | -8% | -19% | 1% | -30%

Next records
SMILES | Hsp90 Hop PPI | CRE-bla Fsk | Tau filament bind | Rhodamine autofl | Texas Red fluor | DNA Pol III inh | HBB splicing | ALOX15 inhib | Luciferase inh | ERK AVP block | HADH2 inh
O=C(CCCn1c(=O)[nH]c2cc(Cl)ccc2c1=O)NCCN1CCN(c2ccccc2)CC1 | -1% | -7% | 2% | i | i | 2% | -0.1% | -8% | 1% | 0% | 20%
Cc1ccc2c(Cl)cc(Cl)c(OCc3c(C)noc3C)c2n1 | 2% | ? | 6% | i | i | 0% | -4.0% | 4% | 2% | 16% | 2%
CC1=C(C(=O)N2CCc3ccccc32)C2(CCC(C)CC2)OC1=O (stereo not given) | 5% | -9% | 9% | i | i | 1% | -0.6% | 14% | 0% | -12% | 8%
Cc1ccc(S(=O)(=O)N[C@H](CN)C(=O)O)cc1 | -1%[11 µM] | 3%[7.6 µM] | 2%[11.4 µM] | i | i | -11%[11.4 µM] | 2.4%[9.22 µM] | -1%[11.4 µM] | 2%[11.4 µM] | 1%[11.5 µM] | 13%[11.4 µM]
CCc1nnc(NC(=O)NCN2C(=O)C3C4C=CC(C4)C3C2=O)s1 (stereo not given) | 2% | 17% | 10% | i | i | -6% | 1.0% | 3% | 0% | 21% | 7%
NC(=O)NCC12CC3CC(CC(C3)C1)C2 | -4% | 4% | 9% | i | i | -1% | -1.1% | 3% | -1% | -2% | -5%
Cc1ccc(NC2=NCC(=O)N2Cc2ccc3c(c2)OCO3)cc1 | -1% | 10% | -8% | i | i | -2% | nt | -5% | 3% | -2% | 7%
Oc1c(Cl)cc(Cl)cc1Sc1cc(Cl)cc(Cl)c1O | -1% | ? | ? | i | i | -9% | -1.2% | 16µM* | 1%[25.5 µM] | ? | 32µM*
CC(=O)Nc1ccc(S(=O)(=O)N2CCN(c3nc(NC4CCCC4)c4ccccc4n3)CC2)cc1 | -13%[11 µM] | ? | i[11.4 µM] | nt | nt | -2%[11.4 µM] | -2.7%[0.0738 µM] | -30%[11.4 µM] | 1% | 6% | ?
Cc1cc(-c2ccccc2)nn1-c1nc2c(c(=O)[nH]c(=O)n2C)n1C | 0% | ? | 2% | i | i | -5% | 0.6%[0.369 µM] | 7% | 5% | -28% | -7%
O=C(NCCCN1CCOCC1)c1ccc(CS(=O)(=O)c2ccc(Br)cc2)o1 | -1%[2.3 µM] | 2% | 0% | nt | nt | -4% | -0.5% | 1% | 3% | ? | -5%
CCn1c(SCC(=O)Nc2nc3ccc(OC)cc3s2)nnc1-c1ccoc1C | 0% | -5% | 7% | i | ? | -2% | 0.0%[57.5 µM] | -6% | 2% | 1% | -6%
COC(=O)N1CCC[C@@]2(CCN(c3ccccn3)C2)C1 | -5% | 5% | 7% | i | i | -10% | -0.9% | 1% | -1%[11.4 µM] | -1% | -19%
N=C1C=CC(=C(c2ccc(N)cc2)c2ccc(N)cc2)C=C1 | -14%[11 µM] | 10%[7.6 µM] | 1.3µM* | i | i | -15%[11.4 µM] | 2.2%[9.22 µM] | 5%[11.4 µM] | -15%[11.4 µM] | 13µM* | ?
COC(=O)c1sc(S(=O)(=O)N2CCCCC2)c(C(=O)OC)c1C | 1% | -1% | 4% | i | ? | -6% | -0.3% | 8% | 3% | 3% | -1%

Additional structures follow.
SMILES | Hsp90 Hop PPI | CRE-bla Fsk | Tau filament bind | Rhodamine autofl | Texas Red fluor | DNA Pol III inh | HBB splicing | ALOX15 inhib | Luciferase inh | ERK AVP block | HADH2 inh
COCc1cc(C)nc(N2CCOCC2)c1C#N | -2%[2.3 µM] | 14% | -6% | nt | nt | 3% | 0.6% | 5% | 2% | -3% | -18%
O=C(c1ccc(S(=O)(=O)NCC2CCCO2)cc1)N1CCc2ccccc21 (stereo not given) | -2% | 0% | -9% | i | ? | -9% | 1.4% | 8% | 0% | -4% | 5%
O=c1c(-c2ccc(F)cc2)nc2cnc(Oc3ccccc3)nc2n1C[C@H]1CCCO1 | 14% | ? | 20µM* | i | i | -1% | -0.1% | 1% | -2%[11.4 µM] | -18% | 3%
CCCc1nnc(SCCSc2nnc(CCC)n2N)n1N | -7% | 1% | -6% | i | i | 0% | -0.8% | 12% | -1% | -15% | 4%
CCOc1ccc(S(=O)(=O)NCc2csc(C)n2)cc1 | 2% | 1% | 0% | i | i | 1% | -0.2% | 0% | 2% | -14% | 3%

Profiles as entered above.
O=C(c1ccc(S(=O)(=O)NCC2CCCO2)cc1)N1CCc2ccccc21 (stereo not given) is listed as Hsp90 Hop PPI = -2%; CRE-bla Fsk = 0%; Tau filament bind = -9%; Rhodamine autofl = i; Texas Red fluor = ?; DNA Pol III inh = -9%; HBB splicing = 1.4%; ALOX15 inhib = 8%; Luciferase inh = 0%; ERK AVP block = -4%; HADH2 inh = 5%
CCOc1ccc(S(=O)(=O)NCc2csc(C)n2)cc1 is listed as Hsp90 Hop PPI = 2%; CRE-bla Fsk = 1%; Tau filament bind = 0%; Rhodamine autofl = i; Texas Red fluor = i; DNA Pol III inh = 1%; HBB splicing = -0.2%; ALOX15 inhib = 0%; Luciferase inh = 2%; ERK AVP block = -14%; HADH2 inh = 3%
